# CRFBP-R2 block: CRF-BP/CRF-R2 complex antagonism; HEK293 CRF-R2/CRF-BP, CRF-induced calcium fluorescence; inhibition, % at 11.8 µM; 350,000 compounds, 0.59% hits;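 active = inhibition of the ligand-induced calcium signal above about 50% at the single tested concentration, limit read from the data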
# CHRM4 antagonist: antagonists of human muscarinic M4 receptor (CHRM4); CHO-hM4 cells, ACh EC80, Fluo-8 calcium fluorescence; AID 624125; P08173; inhibition, % at 3 µM; 360,000 compounds, 0.73% hits;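 active = inhibition above its plate's cutoff, the mean inhibition of sample wells plus 3 SD, cut at about 27% in these data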;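 also: 0% = acetylcholine EC80 with DMSO and 100% = DMSO without agonist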
# IDE cell inh: inhibits human insulin-degrading enzyme in HEK cells | 320,000 compounds, 0.41% hits | FAbetaB cleavage, fluorescence polarization | inhibition, % at 5.59 µM | P14735;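 active = percent inhibition above the average of all tested compounds plus 3 SD, set per screening campaign, cut at about 16% in these data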;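 also: IDE supplied by intact live HEK cells; FP after avidin binding of uncleaved biotin substrate so inhibition keeps polarization high; 0% = DMSO wells and 100% = 60 µM reference IDE inhibitor Ii1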
# Target sequence (P14735 whole entry, looked up): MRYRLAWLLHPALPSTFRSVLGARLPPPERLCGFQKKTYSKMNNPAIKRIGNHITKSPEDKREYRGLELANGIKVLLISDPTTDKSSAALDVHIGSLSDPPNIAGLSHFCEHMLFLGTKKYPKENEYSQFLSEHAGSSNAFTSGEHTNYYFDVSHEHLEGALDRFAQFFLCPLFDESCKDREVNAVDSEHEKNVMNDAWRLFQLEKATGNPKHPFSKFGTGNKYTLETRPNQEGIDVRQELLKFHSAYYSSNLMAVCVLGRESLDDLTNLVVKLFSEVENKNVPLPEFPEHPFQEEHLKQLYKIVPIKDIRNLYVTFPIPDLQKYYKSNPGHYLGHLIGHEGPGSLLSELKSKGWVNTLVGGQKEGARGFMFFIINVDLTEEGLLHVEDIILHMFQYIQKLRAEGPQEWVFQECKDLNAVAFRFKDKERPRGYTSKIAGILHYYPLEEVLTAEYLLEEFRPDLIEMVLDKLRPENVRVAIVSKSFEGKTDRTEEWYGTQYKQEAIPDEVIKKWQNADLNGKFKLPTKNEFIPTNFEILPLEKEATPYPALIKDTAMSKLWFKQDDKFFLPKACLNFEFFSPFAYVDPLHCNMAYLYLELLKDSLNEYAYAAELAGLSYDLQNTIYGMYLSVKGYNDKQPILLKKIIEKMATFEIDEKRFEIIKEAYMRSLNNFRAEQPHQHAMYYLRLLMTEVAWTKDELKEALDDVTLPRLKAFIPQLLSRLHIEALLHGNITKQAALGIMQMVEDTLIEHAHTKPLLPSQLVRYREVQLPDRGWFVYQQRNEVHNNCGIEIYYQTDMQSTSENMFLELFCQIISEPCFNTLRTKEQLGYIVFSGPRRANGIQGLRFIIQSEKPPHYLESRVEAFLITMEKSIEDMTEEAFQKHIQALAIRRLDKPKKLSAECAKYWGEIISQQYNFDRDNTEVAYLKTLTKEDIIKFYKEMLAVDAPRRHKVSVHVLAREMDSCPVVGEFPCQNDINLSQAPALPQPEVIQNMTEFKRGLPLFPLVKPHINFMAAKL
# CRFBP-R2 agonist: CRF-BP/CRF-R2 complex agonism; HEK293 CRF-R2/CRF-BP, calcium dye fluorescence (FLIPR); percent of saturating CRF peptide response; activation, % at 13.2 µM; 350,000 compounds, 0.46% hits; AID 588473;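 active = activation of at least 50%, plus an integration ratio under a set limit after plate pattern correction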;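 also: plate controls were neutral control wells without compound for no effect and CRF at EC100 for full effect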
# M5 antag: antagonists of human muscarinic M5 receptor (CHRM5) | P08912 | CHO-hM5 cells, Fluo-8 calcium fluorescence, ACh EC80 | inhibition, % at 3 µM | 360,000 compounds, 0.59% hits;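 active = inhibition above a per-plate cutoff, the mean of that plate's test compounds plus 3 SD, cut at about 27% in these data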;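 also: 0% = acetylcholine EC80 with DMSO and 100% = DMSO without agonist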
# CHRM5 PAM: positive allosteric modulators of human muscarinic M5 receptor; CHO-K1 hM5, Fluo-8 calcium, ACh EC20 PAM; 0% = ACh EC20, 100% = ACh EC100; activation, % at 3 µM; 360,000 compounds, 0.3% hits; AID 624038;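 active = activation above the run cutoff, the mean activation of all test compounds plus 3 SD, cut at about 18% in these data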
#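 System – CHO-K1 hM5 cells · Compound – 3 µM, single dose · Incubation – compound preincubation 140 s before EC20 acetylcholine addition · Technique – Fluo-8 calcium fluorescence · Measure – Max/basal fluorescence ratio as % of EC20–EC100 ACh window · Benchmarks – low control EC20 acetylcholine (0%), high control EC100 acetylcholine (100%) · Replication – singlicate, one well per test compound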
# M5 ag: agonists of human muscarinic M5 receptor (CHRM5); CHO-K1 hM5 cells, Fluo-8 calcium fluorescence; 0% DMSO wells, 100% maximal acetylcholine response; 360,000 compounds, 0.19% hits; P08912; activation, % at 3 µM;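 active = activation above the run's mean over test compounds plus 3 SD, cut at about 23% in these data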;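 also: signal is peak over basal fluorescence ratio across the kinetic read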
# CHRM4 agonist: agonists of human muscarinic M4 receptor (CHRM4); P08173; CHO-K1 hM4/Gqi5, Fluo-8 calcium fluorescence; vehicle 0%, full acetylcholine response 100%; activation, % at 3 µM; 360,000 compounds, 0.14% hits; AID 624127;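 active = activation above the run mean over all test wells plus 3 SD, cut at about 32% in these data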;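 also: peak over basal fluorescence ratio per well then scaled between controls; 0% = DMSO wells and 100% = acetylcholine at EC100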
# M4 PAM: potentiates acetylcholine response at human M4 receptor | activation, % at 3 µM | AID 624126 | 360,000 compounds, 0.4% hits | P08173 | CHO-K1 hM4/Gqi5, Fluo-8 calcium fluorescence, ACh EC20; 0% = ACh EC20, 100% = maximal ACh;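 active = activation above its plate's cutoff, the mean activation of sample wells plus 3 SD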; also: some results filed as inactive read as strong as hits
# * marks the source's active call; other numbers are inactive results; / = not tested or not shown.
SMILES,CRFBP-R2 block,CHRM4 antagonist,IDE cell inh,CRFBP-R2 agonist,M5 antag,CHRM5 PAM,M5 ag,CHRM4 agonist,M4 PAM
CC(CNC(=O)c1ccc2c(c1)OCO2)c1ccc([N+](=O)[O-])cc1 (stereo unspecified),10.8,4.6,3.1,-2.2,9.2,-0.2,-6.3,2.1,-5.7
CC(=O)Nc1ccc(S(=O)(=O)N2CCSc3ccccc32)cc1,9.4,-19.3,5.2,-1.5,-1.9,-2.3,-3.6,5.8,3.5
OC(COCC(F)(F)C(F)(F)C(F)(F)C(F)F)Cn1c2ccc(Cl)cc2c2cc(Cl)ccc21 (stereo unspecified),-11.1,0.4,-2.3,9.0,0.2,0.4,-2.7,0.1,-2.0
CC1(C)CC(=O)C([N+](=O)[O-])=C(NCCCO)C1,19.4,-2.0,3.6,1.7,7.4,-2.2,-1.3,0.3,-2.5
Cc1nc2ccccc2c2oc(C(=O)NCC3COc4ccccc4O3)cc12 (stereo unspecified),6.7,3.2,1.5,-3.2,14.4,-23.4,6.4,24.8,-10.0
COC(=O)Cc1ccc(NC(=O)c2ccc3c(c2)C(=O)N(CC2CCCO2)C3=O)cc1 (stereo unspecified),17.9,-4.6,-0.4,-3.1,0.6,-3.3,0.2,3.2,1.0
O=C(Nc1ccc2c(c1)C(=O)OC2)c1ccc(Cl)cc1Cl,5.0,-2.5,3.4,-0.1,16.2,-0.6,-1.4,0.1,0.7
Cc1[nH]n(-c2ccccc2)c(=O)c1N=O,16.1,-4.9,4.4,-2.1,3.9,-0.4,0.9,0.3,6.2
C=CCOC(=O)C1=C[C@H](c2csc3ccccc23)C[C@H](OCCCCO)O1,-4.7,-13.7,-3.3,1.7,7.7,2.7,0.2,1.4,11.1
CCCCC(c1nc2ccccc2[nH]1)n1c(=O)c(-c2ccccc2)nc2cc(C)c(C)cc21 (stereo unspecified),/,-2.3,/,/,10.9,-4.0,0.3,2.1,20.9*
Cc1nn(C(=O)c2nn(C)cc2Cl)c(C)c1Br,32.0,1.6,-2.7,-5.9,3.6,-1.4,0.6,0.8,0.9
CC(C)C(C(=O)Nc1ccccc1F)N1C(=O)c2ccccc2C1=O (stereo unspecified),-1.9,0.9,2.6,0.0,-8.9,19.9*,8.1,0.3,3.7
COc1ccc(CCNC(=O)CCC(=O)N2CC(C)Oc3ccc(Cl)cc32)cc1OC (stereo unspecified),-4.0,-18.1,-0.8,-4.7,-3.0,-9.3,0.3,6.8,-1.4
CCOC(=O)c1c(C)[nH]c(C(=O)OCC(=O)N2CC(C)OC(C)C2)c1C (stereo unspecified),2.3,-1.0,1.8,0.3,5.4,-6.7,1.2,1.9,-3.2
CCN(CC)S(=O)(=O)c1c(OC)cc(C)c(Cl)c1C,-6.3,-3.4,-0.7,-2.6,-3.7,2.6,-4.5,-0.9,9.4
O=C1c2ccccc2C(O)N1c1ccccc1 (stereo unspecified),-4.7,-4.8,1.3,-1.5,-7.5,10.4,-2.1,0.2,0.3
CCOc1ccc(N(CC(=O)Nc2cccc(N(C)S(C)(=O)=O)c2)S(=O)(=O)c2ccccc2)cc1,-38.4,-4.5,1.1,14.6,-0.2,-0.6,0.1,7.9,-4.8
COc1ccc2cc(C#N)c(SCC(=O)N3CCCC3)nc2c1,-9.7,8.9,2.8,-0.4,7.2,-5.0,-2.3,2.7,0.2
COc1cc(/C=N/Nc2ccc(F)cc2F)cc(OC)c1OC,-1.1,-3.2,1.6,-2.6,-1.5,-2.2,-2.3,0.4,4.5
CC1CCCCN1C(=O)COC(=O)c1cc([N+](=O)[O-])ccc1N (stereo unspecified),-0.7,-0.1,1.9,1.4,1.4,2.3,3.6,0.5,5.0

# Copied from the list:
# Result of Cc1nc2ccccc2c2oc(C(=O)NCC3COc4ccccc4O3)cc12 (stereo unspecified) in CHRM5 PAM: -23.4
# Result of Cc1nn(C(=O)c2nn(C)cc2Cl)c(C)c1Br in IDE cell inh: -2.7

# Going on with the list.
SMILES,CRFBP-R2 block,CHRM4 antagonist,IDE cell inh,CRFBP-R2 agonist,M5 antag,CHRM5 PAM,M5 ag,CHRM4 agonist,M4 PAM
Cc1ccc(C2C3C(=O)N(c4ccc(C)cc4)C(=O)C3N3CCCN23)cc1 (stereo unspecified),-14.7,-11.4,4.4,-0.7,-11.4,11.1,4.1,0.6,19.0
O=C(O)c1cc(/C=N\O)ccc1OCc1ccccc1,-3.8,3.5,-4.1,-0.7,-1.2,3.0,-1.4,0.0,3.8
Cc1ccc(NC(=O)c2ncn(CC(=O)NCc3ccc4c(c3)OCO4)n2)cc1C,2.8,-4.9,/,0.7,8.9,-4.0,0.0,0.4,4.7
F[B-](F)(F)c1cnc2ccccc2c1,-5.8,-3.7,/,0.1,7.5,-2.2,2.4,1.0,-0.8
Cc1ccc2ccccc2[n+]1CCCS(=O)(=O)[O-],-5.5,-4.5,2.7,1.8,-14.7,14.1,2.1,1.4,2.6
COC(=O)Cn1c2c(c3cc(C)ccc31)CCCC2,7.1,-4.0,-2.6,5.2,-1.0,5.3,-9.1,0.8,14.0
O=C(Oc1cc(-c2ccccc2)no1)c1ccc(Cl)cc1,-12.7,-2.9,-7.4,5.9,-10.9,4.9,-2.1,0.9,4.9
FC(F)(F)c1cc(Oc2ccccc2)nc(-c2ccccn2)n1,16.7,2.6,4.8,1.1,-2.5,-0.2,-3.7,-2.2,8.9
Cc1nc(-c2ccccc2)nc(-c2ccccc2)n1,-6.0,-4.0,4.7,-2.0,-14.5,15.1,8.5,0.8,3.3
COc1ccc(N2CCN(C(=O)c3ccc4c(=O)n(CCc5ccc(OC)c(OC)c5)c(=O)[nH]c4c3)CC2)cc1,-10.9,-6.8,1.5,-1.1,4.3,-2.3,-0.1,3.7,4.1
CCn1c(=O)c(C(=O)NCCc2ccc(Cl)cc2)c(O)c2ccccc21,-6.1,-3.3,8.2,2.4,9.0,-0.7,-1.9,1.8,-1.7
COc1cccc(/C=N/NC(=O)Cn2cnc3c2c(=O)n(C)c(=O)n3C)c1OC,4.3,0.0,1.1,0.4,0.0,-1.4,2.7,1.7,4.0
O=C1c2sc3nc4n(c(=O)c3c2CCC1Br)CCCCC4 (stereo unspecified),-18.0,0.8,5.2,1.8,3.7,1.1,-1.9,0.5,0.2
O=C(COC(=O)c1ccc(Oc2ccccc2)cc1)Nc1nnc(-c2ccccc2)o1,4.1,4.7,-0.2,-0.6,0.6,2.3,-0.3,-0.2,13.6
CCCc1cc2c(-c3ccccc3)cc(=O)oc2cc1OCc1ccc(C(=O)O)o1,24.8,14.6,0.1,-2.6,-1.4,9.5,4.6,-0.4,-3.2
CN(C)S(=O)(=O)c1ccc(C(=O)OCC(=O)Nc2ccc(OC(F)F)cc2)cc1,96.0*,-0.3,-0.9,3.4,12.3,-5.1,0.0,2.4,-6.9
COc1ccc(NC(=O)/C(=C/c2cccs2)NC(=O)c2ccco2)cc1,-6.7,1.2,11.5,0.7,-6.7,6.7,0.5,0.3,1.8
Cc1cc(C)cc(NC(=O)NCC(O)COc2ccc([N+](=O)[O-])cc2)c1 (stereo unspecified),16.8,2.2,8.7,-0.2,-0.5,10.0,7.9,1.9,9.0
CCN(CC)C(=O)CSc1nc2cc3c(cc2c(=O)n1Cc1ccco1)OCO3,-1.0,-4.2,5.5,1.1,7.1,-4.2,0.6,1.4,-4.0
O=C(CSc1nc2scc(-c3ccccc3)c2c(=O)[nH]1)N1CCOCC1,2.4,-17.2,-0.9,0.8,6.8,-8.3,-2.5,3.3,7.2

# M4 PAM: hit marks shown above
SMILES,CRFBP-R2 block,CHRM4 antagonist,IDE cell inh,CRFBP-R2 agonist,M5 antag,CHRM5 PAM,M5 ag,CHRM4 agonist,M4 PAM
CCCCC(c1nc2ccccc2[nH]1)n1c(=O)c(-c2ccccc2)nc2cc(C)c(C)cc21 (stereo unspecified),/,-2.3,/,/,10.9,-4.0,0.3,2.1,20.9*

# Following part.
SMILES,CRFBP-R2 block,CHRM4 antagonist,IDE cell inh,CRFBP-R2 agonist,M5 antag,CHRM5 PAM,M5 ag,CHRM4 agonist,M4 PAM
Cc1ccccc1-n1c(-c2ccncc2)n[nH]c1=S,-22.4,2.2,-0.6,0.4,-2.8,9.9,-7.1,0.3,4.5
COc1ccc(-c2ccc(C#N)c(SCC(=O)NCc3ccco3)n2)cc1OC,-9.7,0.8,1.4,0.2,12.2,1.7,-2.5,-0.5,-3.9
COc1ccc(N=c2sc3ccccc3n2C)cc1,-5.6,2.6,-1.9,0.2,-0.5,-5.1,-2.2,0.4,-9.3
CN1CCc2c(OCC(=O)NC3CCCCC3)cccc2C1=O,12.9,6.7,4.6,0.0,14.5,-3.3,1.0,1.3,-3.1
COc1ccc(CN2CCN(c3ccccc3OC)CC2)cc1OC,15.1,-4.7,-0.6,1.0,-4.7,-9.8,-13.6,0.6,0.1
CCOC(=O)c1ccc(NC(=O)Nc2cccc(C)n2)cc1,2.7,-6.6,0.6,0.4,0.9,-0.8,-2.6,2.5,11.0
CCOC(=O)[C@@H]1C(c2c(OC)cc(OC)cc2OC)=NO[C@@H]1C(=O)OCC,9.2,2.7,6.8,-1.6,-3.6,3.0,-2.1,0.0,4.5
COCn1c(-c2ccc(OC)c(OC)c2)nc2ccccc21,-10.2,1.0,12.4,-0.3,4.0,5.6,-2.5,2.3,6.3
O=C(Nc1ncc(S(=O)(=O)c2ccc([N+](=O)[O-])cc2)s1)c1cccc2ccccc12,-70.5,-3.1,-2.1,112.4*,-5.1,0.6,11.9,9.3,1.5
COc1cc(C(=O)NC(C)c2ccc3ccccc3c2)cc(Cl)c1O (stereo unspecified),1.7,1.0,-4.1,-3.5,23.0,-4.7,-3.2,1.3,-4.6
CCOC(=O)N1CCN(C(=O)CN(c2ccc(Oc3ccccc3)cc2)S(C)(=O)=O)CC1,4.2,-3.4,6.3,0.4,-5.0,-9.0,-3.2,4.3,0.6
COC(=O)c1c(NC(=O)COC(=O)CCNS(=O)(=O)c2ccccc2)sc(C)c1C,-2.9,-5.4,1.1,-1.1,15.0,-7.8,-3.8,2.9,-0.3
O=C(CSc1nnc2ccccn12)Nc1ccccc1C(=O)O,-24.5,1.6,9.5,-0.8,1.7,-5.6,-1.0,-0.2,6.5
CCCCC(=O)Nc1nc2c(OC)cc([N+](=O)[O-])cc2s1,-24.2,-5.7,3.2,-1.2,-5.8,7.2,-7.3,-0.1,7.2
CCOC(=O)C1CCN(C(=O)CN2C(=O)C(CC)Oc3ccccc32)CC1 (stereo unspecified),-1.4,-15.4,7.5,1.0,3.4,-4.2,2.3,1.3,0.4
CC1(C)CN(c2ccc(-c3ccnc4ncnn34)cc2)C1=O,-3.7,-5.0,-0.5,-0.8,0.6,-5.2,-4.9,0.6,2.0
C/C(=N\NC(=O)c1cc(C2CC2)nc2ccccc12)c1ccc(C)s1,-18.2,-3.2,3.8,2.5,6.0,1.9,-4.1,-0.7,6.5
O=C1C=C(O)CC(c2ccc(Cl)cc2)C1 (stereo unspecified),-1.1,-3.5,9.7,-0.2,1.5,-10.7,-7.0,-0.2,3.8
COc1ccc(CNC(=O)c2nnn(CC(=O)Nc3cc(C)cc(C)c3)c2N)cc1,-0.4,-0.6,1.5,3.4,17.4,-2.7,-3.6,0.5,0.7

# Bioassay records deposited in PubChem BioAssay by several laboratories.
